Compound activity (PubChem BioAssay)
HP1b chromo inh = blocks HP1-beta chromodomain binding to methylated histone tails; AlphaScreen HP1-beta / biotin-H3K9me3 peptide binding; Potency, µM (highest dose often 114 µM), inactives show at the highest dose activity change, negative = inhibition, usual class: inhibitors; actives 0.56% (n = 390,000); AID 540317; also: nearly all actives have a fitted effect of over 70% in size; inactives centre near 23
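Compound inhibition of the preformed complex between 50 nM HP1-beta and 50 nM biotinylated H3K9me3 peptide was read by AlphaScreen. Buffer was PBS pH 7.4 with 0.01% Tween-20. Incubations ran 30 min at room temperature, with 10 ug/mL donor/acceptor beads.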
BAZ2B inh = inhibitors of human BAZ2B bromodomain; Potency, µM (series often up to 114 µM), for the others: at the top dose activity change, negative = inhibition, actives largely listed as inhibitors; AID 504333; AlphaScreen BAZ2B-H3K14Ac peptide displacement; actives 4.4% (n = 360,000); also: % is scaled to controls: 0 for no effect and ±100 for the full control effect; nearly all actives have a fitted effect of over 60% in size
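Multi-concentration screen (max 110 uM) measuring displacement of acetylated histone H3 peptide from BAZ2B by AlphaScreen, using 50 nM protein, 50 nM peptide and 10 ug/mL streptavidin donor plus Ni-chelate acceptor beads.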
POLI inh = inhibitors of human DNA polymerase iota; Q9UNA4; Pol iota fluorescent replication assay, 10 min; Potency, µM (series often up to 115 µM), for the others: at the highest dose activity, negative = inhibition, most hits filed as inhibitors; actives 1% (n = 390,000); AID 588590
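Fluorescent replication assay read twice, at 0 min and 10 min after adding 50 nM (final) substrate. Enzyme (10 nM) and compounds were first incubated 15 min at room temperature; enzyme-free buffer wells were negative controls.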
Pin1 inhibitor = inhibitors of human Pin1; Pin1 FP peptide displacement, HiFluor488, 10 min; Potency, µM (top dose mostly 115 µM), for inactives: top-dose activity, negative = inhibition, most hits filed as inhibitors; actives 0.009% (n = 390,000); active = well fitted inhibition curve with a large enough effect in the polarisation, with a control signal flat, not every such curve was filed as active; inconclusive = small, poorly fitted or top-dose-only effect, or effect the other way, or a change in a side signal; inactive = no such curve, though single readings can be large or run the other way; the % refers to the polarisation; also: % is scaled to controls: 0 for no effect and ±100 for the full control effect
Target sequence (Q13526 whole entry, looked up): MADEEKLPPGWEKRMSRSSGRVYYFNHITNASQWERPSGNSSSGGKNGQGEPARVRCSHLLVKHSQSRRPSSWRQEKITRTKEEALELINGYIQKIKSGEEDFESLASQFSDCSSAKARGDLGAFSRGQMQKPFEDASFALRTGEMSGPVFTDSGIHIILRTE
JMJD2A Tudor = JMJD2A Tudor domain (human) inhibition; actives 4.4% (n = 390,000); AlphaScreen JMJD2A-Tudor / H3K4me3 peptide binding; Potency, µM (highest dose often 114 µM), without a hit: at the highest dose activity change, negative = inhibition, hits mostly inhibitors; O75164; AID 504339; also: % is scaled to controls: 0 for no effect and ±100 for the full control effect; nearly all actives have a fitted effect of over 50% in size
BLM inh = inhibitors of human Bloom syndrome helicase BLM; recombinant BLM DNA unwinding, fluorescence dequenching; P54132; AID 2528; Potency, µM (series often up to 56.1 µM), for the others: at the top dose activity change, negative = inhibition, usual class: inhibitors; actives 0.2% (n = 350,000);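 also: plate controls were vehicle for no effect and no enzyme for full effect; nearly all actives have a fitted effect of over 35% in size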
GLS inh = blocks human kidney-isoform glutaminase activity; O94925; Potency, µM (top dose mostly 45.5 µM), for inactives: at the highest dose activity change, negative = inhibition, most hits filed as inhibitors; actives 0.21% (n = 410,000); GLS enzymatic activity, qHTS titration; also: % is scaled to controls: 0 for no effect and ±100 for the full control effect
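Enzyme dispensed in phosphate buffer (45 mM, pH 8.2, 0.02% Tween-20), compounds pinned in, then 1 mM L-glutamine solution and the glutamate oxidase–HRP–Amplex Red mix added; fluorescence read immediately and again after 30 min at room temperature.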
Tb PGK inh = blocks T. brucei phosphoglycerate kinase; P07378; PGK/GAPDH coupled, Kinase-Glo luminescence, 60 min; Potency, µM (top dose mostly 57.5 µM), inactives show at the top dose activity change, negative = inhibition, most hits filed as inhibitors; actives 0.043% (n = 380,000); AID 602233; also: % is scaled to controls: 0 for no effect and ±100 for the full control effect; nearly all actives have a fitted effect of over 60% in size
Target sequence (P07378 whole entry, looked up): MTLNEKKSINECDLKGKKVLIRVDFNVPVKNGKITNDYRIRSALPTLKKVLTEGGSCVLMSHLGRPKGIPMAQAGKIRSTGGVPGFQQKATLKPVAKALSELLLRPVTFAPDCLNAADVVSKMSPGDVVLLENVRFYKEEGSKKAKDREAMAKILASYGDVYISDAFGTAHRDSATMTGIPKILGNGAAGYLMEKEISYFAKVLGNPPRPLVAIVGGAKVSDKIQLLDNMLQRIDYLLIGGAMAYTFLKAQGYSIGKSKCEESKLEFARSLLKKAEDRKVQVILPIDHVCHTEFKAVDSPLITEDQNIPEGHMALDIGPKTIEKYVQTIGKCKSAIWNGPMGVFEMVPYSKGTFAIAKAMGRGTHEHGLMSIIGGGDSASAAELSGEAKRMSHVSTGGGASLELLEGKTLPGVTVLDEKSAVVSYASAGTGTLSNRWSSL
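Luminescent ATP detection (Kinase-Glo Plus) follows a 60-minute room-temperature incubation, with wells lacking PGK as controls. Buffer: 100 mM TEA (pH 7.6), 5 mM MgCl2, 0.01% Tween-20. Coupling enzyme GAPDH (100 nM final) supplies unstable 1,3-BPG in-well.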
G9a block = G9a (human) methyltransferase inhibition. actives 8.8% (n = 350,000). Potency, µM (doses to about 102 µM), for inactives: at the top dose activity, negative = inhibition, usual class: inhibitors. Q96KQ7. G9a H3K9 monomethylation, AlphaScreen, 2 h; also: % is scaled to controls: 0 for no effect and ±100 for the full control effect; nearly all actives have a fitted effect of over 75% in size
Target sequence (Q96KQ7 913-1193 limits assumed): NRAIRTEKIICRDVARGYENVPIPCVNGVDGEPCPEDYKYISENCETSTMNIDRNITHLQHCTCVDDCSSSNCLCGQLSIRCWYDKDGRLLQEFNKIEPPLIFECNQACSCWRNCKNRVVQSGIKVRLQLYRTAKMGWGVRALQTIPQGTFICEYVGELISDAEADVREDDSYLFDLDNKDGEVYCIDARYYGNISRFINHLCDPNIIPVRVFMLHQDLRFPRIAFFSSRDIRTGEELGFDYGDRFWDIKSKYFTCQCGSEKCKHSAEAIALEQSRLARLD
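Chemiluminescent proximity detection of H3K9 monomethylation, read after 10 min bead incubation in the dark. Reaction: 20 nM G9a, 500 nM biotin-H3K9 peptide, 20 uM SAM cofactor, 2 h, room temperature, following 15 min enzyme-compound preincubation.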
Numbers without * were called inactive; i = inactive; ? = inconclusive; . = no result given; & = joins results of further samples; [ ] = dose if it differs, or a comment. Unless noted, calls follow the shape of the dose curve; as a rule, active = well fitted curve in the direction sought with a large enough effect; inconclusive = small, poorly fitted or top-dose-only effect, or another doubt; inactive = no such curve, though single readings can be large; an effect the other way counts as inactive or inconclusive. Potency is read from the fitted curve at half-maximal effect. Some of the compounds tested, so the mix of outcomes need not match the whole.

G9a block	BLM inh	GLS inh	Molecule	Tb PGK inh	JMJD2A Tudor	POLI inh	BAZ2B inh	HP1b chromo inh	Pin1 inhibitor
-4%[0.501 µM]	.	-1%	CC(C)(C)c1ccccc1NC(=O)CN1C(=O)NC(Cc2ccccc2)C1=O (stereo unspecified)	-10%	-10%	0%	71µM*	20%	-1%
14µM*	.	-4%	Cc1ccc(CC(=O)N(C)CC(=O)Nc2ccc(N3CCOCC3)cc2)cc1C	i	-15%	26%	-29%	23%	0%
1%[59 µM]	-7%	-3%	CCOc1ccc(-c2nonc2NC(=O)c2oc3cc(C)ccc3c2C)cc1	-4%	-16%	?	2%	39%	44%[activator]
30%	-3%	-2%	Nc1nnc(-c2cn(-c3ccccc3)nc2-c2ccc(Cl)cc2)o1	8%	-10%	-5%	-19%	34%	1%
13%	2%	1%	CCOc1ccc(CCNC(=O)c2ccc(CS(=O)Cc3ccccc3Cl)o2)cc1 (stereo unspecified)	2%	-9%	17%	-9%	19%	-2%
?	9%	57%[activator]	CC(Nc1ccnc2cc(Cl)ccc12)c1ccc(S(N)(=O)=O)cc1 (stereo unspecified)	4%	2%	91%[activator]	-41%	28%	4%
-6%[59 µM]	-3%	3%	CCO[C@H]1OC(C(=O)NCc2ccccc2)=C[C@@H](c2coc3ccccc3c2=O)[C@@H]1CCCO	-3%	-20%	?	-3%	13%	-3%
.	.	1%	O=C(O)C[C@H]1c2cc(F)ccc2S(=O)(=O)N1C1CCCCC1	5%	-7%	9%&22%	.	40%[activator]	-2%
-5%	-1%	6%	CCn1c(N2CCN(C(=O)/C=C/c3ccccc3)CC2)nc2ccccc21	-4%	-8%	3%	-22%	44%[activator]	-1%
39%[activator][12.7 µM]	-2%	-8%	COc1cccc(C(=O)Nc2nnc(-c3ccc(Cl)cc3)o2)c1	-1%	-19%	23%	?	56%[activator]	5%
39%	-11%	-6%	Cc1cccc(NC(=O)Cc2ccc(-c3ccccc3)cc2)n1	-7%	14%	29%	16%	66%[activator]	31%[activator]
-33%[59 µM]	-6%	-3%	Cc1noc(Cn2c(=O)c3cc4c(cc3n(CC(=O)Nc3cccc(Cl)c3)c2=O)OCO4)n1	5%	-11%	14%	-3%	16%	-2%
56µM*	-4%	2%	CCOC(=O)C1CCCN(c2c(C(=O)c3ccccc3)cnc3ccc(OC)cc23)C1 (stereo unspecified)	-2%	-32%	10%	?	39%	?
-17%[12.7 µM]	2%	3%	CC(=O)c1cccc(NC(=O)N2CCN(S(C)(=O)=O)CC2)c1	0%	-6%	0%	4%	23%	-9%
-50%[59 µM]	-1%	0%	CCC(=O)Oc1ccc(C2Nc3ccccc3-c3nnc(SC)nc3O2)cc1 (stereo unspecified)	-5%	-11%	-14%	-9%	22%	1%
7%[2.33 µM]	.	4%	Cc1ccc(C2(C)NC(=O)N(CC(=O)c3ccc4c(c3)OCCO4)C2=O)cc1 (stereo unspecified)	8%	-19%	?	0%	12%	?
22%	0%	-1%	COc1ccc(CN(CC(=O)NCc2ccccc2)C(=O)c2csnn2)cc1	0%	-12%	1%	-15%	27%	-4%
.	-9%	-1%	CCOc1cc(/C=N/Nc2cc(C)nc3ccc(C)cc23)ccc1O	-8%	-4%	7%	-22%	49%[activator]	1%
-4%[0.501 µM]	.	-4%	CC(C)(C)OC(=O)N1CCC(NC(=O)c2[nH]cnc2C(=O)Nc2ccc(Cl)cc2)CC1	5%	-19%	20%	10%	55%[activator]	6%
-10%	0%	12%	CCCN(CCC)CCCNC(=O)CCNS(=O)(=O)c1ccc(Br)cc1	14%	-3%	26%	1%	25%	5%
3%[59 µM]	-9%	-7%	CC1=C(c2ccc(C(C)C)cc2)S(=O)(=O)N=C1N1CCC(C(=O)Nc2ccc(C)cc2)CC1	.	-30%	-1%	-2%	30%	-2%
-3%[59 µM]	-10%	-1%	CCC(Sc1nc(-c2ccccc2F)nc2c1Cc1c(CO)cnc(C)c1O2)C(=O)Nc1cc(C)ccc1C (stereo unspecified)	-1%	-25%	-1%	-17%	0%	11%
4%[12.7 µM]	.	-2%	CCN(CC(=O)Nc1c(F)cccc1F)C(=O)CCOc1ccc(C)cc1	-6%	-1%	19%	-4%	20%	0%
2µM*	0%	-12%	CCN(Cc1ccncc1)Cc1c(O)ccc2cc(Br)ccc12	-9%	45µM*	91%[activator]	.	?	-6%
.	-3%	-6%	O=C(Cc1ccc(Cl)c(Cl)c1)N/N=C/c1cccnc1	-3%	6%	6%	-3%	10%	3%
15%[59 µM]	2%	2%	CCOC(=O)/C=c1\s/c(=C\c2ccc(C(F)(F)F)cc2)c(=O)n1CC(=O)NCc1ccco1	-8%	-13%	?	-10%	24%	?
-3%	.	-9%	CN(CC(=O)Nc1cccc(F)c1)C(=O)c1ccc(COc2ccccc2)o1	-4%	-4%	-12%	-6%	20%	-3%
.	-11%	4%	CCc1ccc(C(=O)N2CCCN(C)CC2)s1	-10%	-14%	95%[activator]	-17%	25%	2%
11%[59 µM]	-6%	13%	Cc1ccccc1NC(=O)c1c(C)oc2ccc(O)c(CN3CCCC3)c12	-6%	-16%	16%	-2%	12%	-9%
.	.	1%	CCC(CO)Oc1cc(NC(=O)Cc2ccccc2F)c2ncn(C(C)C)c2c1 (stereo unspecified)	3%	5%	84%[activator]	.	85%[activator]	-1%
?	1%	3%	NC(=O)C1CCN(C(=O)CSc2nc3ccccc3o2)CC1	-7%	-8%	50%[activator]	-2%	28%	0%
18%[59 µM]	-4%	?	COc1ccc(C(=O)N2CCC(C(=O)Nc3ccc(C)cc3)CC2)cc1	-8%	?	?	-11%	?	2%
?	-9%	0%	COc1cc(OC)c(NC(C)C(=O)NCc2ccccc2)cc1Cl (stereo unspecified)	1%	-28%	34%[activator]	?	14%	-2%
22%	-5%	5%	COc1ccc(-c2cc(-c3ccc(C)cc3)nc(SCc3nnc(-c4ccccc4)o3)c2C#N)cc1OC	i	-6%	25%	4%	17%	20%
5%[59 µM]	-1%	-9%	Cc1cccc(OCc2nnc(N)s2)c1C	-8%	-13%	6%	-3%	33%	-1%
2%[59 µM]	0%	-5%	COc1ccc(CNC(=O)c2cc3ccccn3n2)cc1OC	-1%	-23%	18%	-2%	22%	-5%
9%[59 µM]	-2%	-4%	CCOC(=O)c1ccc(-n2ncc(C(=O)OCC)c2N)cc1	i	9%	-7%	-6%	29%	1%
.	-9%	-1%	Cc1ccc2nc(-c3ccncc3)cc(C(=O)Nc3ccc(OC(F)F)cc3)c2c1	-7%	?	?	-36%	17%	28%
-22%[59 µM]	-2%	-8%	O=C(NCc1ccc(Cl)cc1)c1cnc2sc(N3CCOCC3)nn2c1=O	-1%	-17%	-1%	4%	0%	-5%
8%	-5%	2%	Cc1ccc(-c2nnc(-c3cc(C)on3)o2)cc1	-2%	-11%	8%	-8%	18%	1%
.	-7%	2%	O=C(CCc1ccccc1)Nc1ccc(S(=O)(=O)N2CCCC2)cc1	-7%	0%	34%[activator]	-3%	49%[activator]	-4%
-11%	.	5%	CC1C(=O)N2CCCc3cc(NC(=O)c4ccccc4Br)cc1c32 (stereo unspecified)	6%	-8%	22%	-7%	17%	-10%
.	1%	0%	CC1CCCCC1NC(=O)CN1C(=O)COc2ccccc21 (stereo unspecified)	2%	0%	-6%	-4%	16%	-6%
?	3%	-10%	CCC(C)NC(=O)CSc1nc2ccsc2c(=O)n1-c1ccc(OC)cc1 (stereo unspecified)	-2%	2%	22%	-7%	27%	-2%

Another view of part of the listing above.
molecule	G9a block	BLM inh	GLS inh	Tb PGK inh	JMJD2A Tudor	POLI inh	BAZ2B inh	HP1b chromo inh	Pin1 inhibitor
NC(=O)C1CCN(C(=O)CSc2nc3ccccc3o2)CC1	?	1%	3%	-7%	-8%	50%[activator]	-2%	28%	0%
COc1ccc(C(=O)N2CCC(C(=O)Nc3ccc(C)cc3)CC2)cc1	18%[59 µM]	-4%	?	-8%	?	?	-11%	?	2%
COc1cc(OC)c(NC(C)C(=O)NCc2ccccc2)cc1Cl (stereo unspecified)	?	-9%	0%	1%	-28%	34%[activator]	?	14%	-2%
COc1ccc(-c2cc(-c3ccc(C)cc3)nc(SCc3nnc(-c4ccccc4)o3)c2C#N)cc1OC	22%	-5%	5%	i	-6%	25%	4%	17%	20%
Cc1cccc(OCc2nnc(N)s2)c1C	5%[59 µM]	-1%	-9%	-8%	-13%	6%	-3%	33%	-1%
COc1ccc(CNC(=O)c2cc3ccccn3n2)cc1OC	2%[59 µM]	0%	-5%	-1%	-23%	18%	-2%	22%	-5%
CCOC(=O)c1ccc(-n2ncc(C(=O)OCC)c2N)cc1	9%[59 µM]	-2%	-4%	i	9%	-7%	-6%	29%	1%
Cc1ccc2nc(-c3ccncc3)cc(C(=O)Nc3ccc(OC(F)F)cc3)c2c1	.	-9%	-1%	-7%	?	?	-36%	17%	28%
O=C(NCc1ccc(Cl)cc1)c1cnc2sc(N3CCOCC3)nn2c1=O	-22%[59 µM]	-2%	-8%	-1%	-17%	-1%	4%	0%	-5%
Cc1ccc(-c2nnc(-c3cc(C)on3)o2)cc1	8%	-5%	2%	-2%	-11%	8%	-8%	18%	1%
O=C(CCc1ccccc1)Nc1ccc(S(=O)(=O)N2CCCC2)cc1	.	-7%	2%	-7%	0%	34%[activator]	-3%	49%[activator]	-4%

An excerpt from above, showing only POLI inh.
SMILES	POLI inh
CCOc1ccc(CCNC(=O)c2ccc(CS(=O)Cc3ccccc3Cl)o2)cc1 (stereo unspecified)	17%
CC(Nc1ccnc2cc(Cl)ccc12)c1ccc(S(N)(=O)=O)cc1 (stereo unspecified)	91%[activator]
